TDP2 inh = human TDP2 enzyme inhibitors, primary screen, biochemical, epi absorbance, recombinant enzyme; T5PNP hydrolysis, p-nitrophenol absorbance 415 nm; inhibition, % at 12.8 µM; actives 0.34% (n = 370,000); AID 720702, 2013;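 active = inhibition above the mean of all tested compounds plus 3 SD, set per campaign, cut at about 25% in these data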;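 note: 0% = DMSO with enzyme and 100% = buffer with substrate but no TDP2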
Target sequence (O95551 whole entry, looked up): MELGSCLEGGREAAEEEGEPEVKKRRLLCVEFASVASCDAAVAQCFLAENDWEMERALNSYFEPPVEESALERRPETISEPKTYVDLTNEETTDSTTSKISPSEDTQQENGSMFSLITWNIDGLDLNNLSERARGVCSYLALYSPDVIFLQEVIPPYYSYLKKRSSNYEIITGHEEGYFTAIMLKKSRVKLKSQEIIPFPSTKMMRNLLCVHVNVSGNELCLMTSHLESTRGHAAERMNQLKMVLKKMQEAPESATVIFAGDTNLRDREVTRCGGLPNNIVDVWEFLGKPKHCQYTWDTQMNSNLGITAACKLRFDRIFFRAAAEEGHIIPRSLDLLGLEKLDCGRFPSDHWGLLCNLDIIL
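Assay system: recombinant human TDP2 / Reagent: T5PNP substrate at 5 mM, a TopII-DNA adduct mimic / Measured by: epi absorbance from released p-nitrophenol / Evaluation: % inhibition relative to enzyme-containing and enzyme-free wells / Control set: enzyme-free and DMSO wells / Replicates: each compound tested once, singlicate / Schedule: enzyme reaction with compound for 2 h at 37 °C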
SIAE primary = human SIAE inhibitors, primary screen, biochemical, fluorescence polarization, FP-Rh probe, 1536-well HTS; Sialate O-acetylesterase (Homo sapiens), Q9HAT2; actives 0.69% (n = 370,000); inhibition, % at 9.66 µM; AID 1053197, 2014; SIAE FP-Rh probe binding;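 active = inhibition above a cutoff: mean of compounds within the control limits plus 3 SD of those, cut at about 17% in these data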;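 note: 0% = plate median of compound wells and 100% = probe without SIAE protein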
mABHD4 FP = ABHD4 inhibitors, primary screen, biochemical, fluorescence polarization, mouse; (Lyso)-N-acylphosphatidylethanolamine lipase (Mus musculus), Q8VD66; purified mABHD4, FP-Rh probe fluorescence polarization; inhibition, % at 8.92 µM; actives 0.54% (n = 370,000);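 active = inhibition exceeding the mean over every tested compound plus 3 SD, cut at about 30% in these data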;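 note: 0% = plate median of compound wells and 100% = S159A mutant with DMSO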
Target sequence (Q8VD66 whole entry, looked up): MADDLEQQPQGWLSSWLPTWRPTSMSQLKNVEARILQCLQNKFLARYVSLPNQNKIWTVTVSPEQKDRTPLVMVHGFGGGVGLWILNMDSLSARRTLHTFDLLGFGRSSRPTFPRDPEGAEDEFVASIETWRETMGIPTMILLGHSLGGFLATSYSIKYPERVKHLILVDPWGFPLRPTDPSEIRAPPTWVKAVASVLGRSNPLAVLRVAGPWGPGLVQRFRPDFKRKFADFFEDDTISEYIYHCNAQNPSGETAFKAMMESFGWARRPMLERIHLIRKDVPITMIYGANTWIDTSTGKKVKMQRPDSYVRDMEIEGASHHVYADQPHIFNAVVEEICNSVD
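Assay system: Wild-type mouse ABHD4 protein | Medium: HEPES pH 7.0 buffer, 150 mM NaCl, 0.01% Pluronic F-127 | Incubation: Enzyme–compound pre-incubation 45 min, then probe 60 min, both 25 °C | Technique: Fluorescence polarization with parallel and perpendicular emission, 525/598 nm | Evaluation: % inhibition of FP-Rh probe binding versus controls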
LEDGF integ inh = blockers of LEDGF/p75-dependent integrase strand transfer – biochemical, TR-FRET, high throughput, primary screen; AID 743269, 2014; actives 0.64% (n = 370,000); inhibition, % at 3.7 µM; HIV-1 integrase (with human LEDGF/p75); TR-FRET IN-LEDGF/p75 DNA integration, Eu/Cy5;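 active = inhibition above the screen-wide mean plus 3 SD, cut at about 13% in these data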;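 note: signal is the Cy5 over europium emission ratio at 671 and 618 nm; 0% = plate median of compound wells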
PRMT1 FP inh = PRMT1 methyltransferase inhibitors, primary screen, biochemical, fluorescence polarization. Protein arginine N-methyltransferase 1 (Homo sapiens), Q99873. recombinant PRMT1, activity-based probe fluorescence polarization. inhibition, % at 2.79 µM. actives 1.3% (n = 370,000);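 active = inhibition above about 21% made by adding two undisclosed values, limit read from the data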
Target sequence (Q99873 whole entry, looked up): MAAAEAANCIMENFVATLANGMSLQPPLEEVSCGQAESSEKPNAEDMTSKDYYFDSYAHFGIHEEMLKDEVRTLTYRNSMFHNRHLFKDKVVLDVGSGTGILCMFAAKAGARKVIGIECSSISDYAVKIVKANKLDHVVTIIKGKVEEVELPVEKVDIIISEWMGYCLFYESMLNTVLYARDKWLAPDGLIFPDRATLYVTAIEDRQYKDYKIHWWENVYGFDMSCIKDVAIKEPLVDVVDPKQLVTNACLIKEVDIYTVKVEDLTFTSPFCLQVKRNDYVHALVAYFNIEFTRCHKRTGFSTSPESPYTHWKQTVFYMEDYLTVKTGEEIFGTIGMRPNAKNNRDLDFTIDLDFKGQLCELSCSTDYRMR
TCR-CD3 inh = inhibitors of human TCR-CD3 interaction, primary screen, biochemical, fluorescence, TAMRA-labeled TCR probe | inhibition, % at 9.4 µM | actives 0.37% (n = 360,000); in the data active = inhibition above about 19%;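 note: recombinant mutant TCR 2C K166C tagged with TAMRA read by polarization; 0% = receptor in buffer alone and 100% = receptor with positive control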
UHRF1 binding = UHRF1 methylated DNA binding inhibitors, primary screen, counter-screen for MBD2 inhibitor project, biochemical, TR-FRET, human UHRF1, single concentration | UHRF1 binding to methylated oligo | inhibition, % at 4.4 µM | actives 0.75% (n = 370,000) | AID 687016, 2013 | E3 ubiquitin-protein ligase UHRF1 (Homo sapiens), Q96T88; in the data active = inhibition above about 21%;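 note: UHRF1 SRA domain binding a hemimethylated CpG hairpin DNA probe; 0% = median of test compound wells and 100% = reference inhibitor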
PG9 binder = binders of HIV-1 gp120 antibody PG9, primary screen, biochemical, TR-FRET | HIV-1 gp120 / PG9 antibody interaction | TR-FRET gp120-PG9 antibody binding | inhibition, % at 6.7 µM | actives 0.43% (n = 360,000); in the data active = inhibition above about 8.5%
HTRA1 inh = HTRA1 serine protease inhibitors, primary screen, biochemical, fluorescence polarization, HTS; Q92743; recombinant HTRA1, FP-rhodamine activity-based probe; inhibition, % at 5.96 µM; actives 0.5% (n = 340,000); AID 504803, 2011; in the data active = inhibition above about 36%;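 note: 0% = enzyme with DMSO and 100% = wells lacking enzyme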
DDE Tn7 FP inh = inhibitors of Tn7 peptide binding to fibrin DD(E), primary screen, biochemical, fluorescence polarization, human fibrin, Tn7 probe | inhibition, % at 8.3 µM | FP displacement of FITC-Tn7 peptide from fibrin DD(E); 0% = median of compound wells per plate | actives 0.13% (n = 370,000);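 active = inhibition above the mean of compounds falling within the control limits plus 3 SD of them, cut at about 14% in these data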;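 note: 0% = plate median of compound wells and 100% = 10 µM Aha-Tn7 peptide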
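Assay system: human fibrin DD(E) protein / Input: 2 µM fibrin DD(E) / Benchmarks: high control of 10 µM Aha-Tn7 peptide / Measured by: fluorescence polarization of the labelled Tn7 tracer / Medium: Tris buffer with calcium and detergent, pH 7.8 / Timing: 10 min compound pre-incubation, 3 h probe incubation at room temperature / Repeats: one replicate per compound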
* marks the source's active call; other numbers are inactive results.

How did Cc1ccc(CC(=O)c2ccc(Cl)cc2)cc1 do in these assays?
TDP2 inh: 0; SIAE primary: 2; mABHD4 FP: -4; LEDGF integ inh: 1; PRMT1 FP inh: 0; TCR-CD3 inh: -9; UHRF1 binding: -1; PG9 binder: 1.3; HTRA1 inh: 5; DDE Tn7 FP inh: -4

How did Cc1ccc(-c2ccc(C)c(N)c2C)c(C)c1N do in these assays?
TDP2 inh: 5; SIAE primary: 3; mABHD4 FP: 4; LEDGF integ inh: -4; PRMT1 FP inh: 3; TCR-CD3 inh: -3; UHRF1 binding: 1; PG9 binder: 0.0; HTRA1 inh: -10; DDE Tn7 FP inh: 4

Results for O=C(Nc1cccs1)Nc1ccc(F)cc1F ?
TDP2 inh: 1; SIAE primary: -2; mABHD4 FP: 9; LEDGF integ inh: 1; PRMT1 FP inh: 0; TCR-CD3 inh: -2; UHRF1 binding: 1; PG9 binder: -3.5; HTRA1 inh: 5; DDE Tn7 FP inh: -2

What do the screens show for `Cn1ccnc1SCC(=O)Nc1cccc([N+](=O)[O-])c1`?
TDP2 inh: -22; SIAE primary: -12; mABHD4 FP: -6; LEDGF integ inh: 2; PRMT1 FP inh: -5; TCR-CD3 inh: 4; UHRF1 binding: 0; PG9 binder: -0.8; HTRA1 inh: -3; DDE Tn7 FP inh: 0

Results for Cc1cc(N2CCCC2)ccc1/C=C1/C(=O)N(C)C(=S)N1C ?
TDP2 inh: -9; SIAE primary: 1; mABHD4 FP: -8; LEDGF integ inh: 0; PRMT1 FP inh: -6; TCR-CD3 inh: -11; UHRF1 binding: 1; PG9 binder: -2.4; HTRA1 inh: 2; DDE Tn7 FP inh: 0

Results for O=C(COC(=O)c1ccc(F)cc1)Nc1ccccc1N1CCOCC1 ?
TDP2 inh: 3; SIAE primary: 11; mABHD4 FP: 0; LEDGF integ inh: 1; PRMT1 FP inh: -2; TCR-CD3 inh: 1; UHRF1 binding: -2; PG9 binder: -1.7; HTRA1 inh: 7; DDE Tn7 FP inh: 2

How did CCn1c(SCC(=O)c2ccc(C)cc2)nnc1-c1ccncc1 do in these assays?
TDP2 inh: 5; SIAE primary: 1; mABHD4 FP: -2; LEDGF integ inh: 0; PRMT1 FP inh: -1; TCR-CD3 inh: 1; UHRF1 binding: -1; PG9 binder: -1.3; HTRA1 inh: 1; DDE Tn7 FP inh: 2

Results for Cc1ccc2cc(C#N)c(SCC(=O)N3CCCc4ccccc43)nc2c1C ?
TDP2 inh: -7; SIAE primary: -9; mABHD4 FP: -10; LEDGF integ inh: -2; PRMT1 FP inh: 7; TCR-CD3 inh: -15; UHRF1 binding: 3; PG9 binder: 0.5; HTRA1 inh: -2; DDE Tn7 FP inh: 10

What do the screens show for `Cc1ccc(C2=NN3C(C2)c2ccccc2OC32C(=O)Nc3ccccc32)cc1` (centres undefined)?
TDP2 inh: -14; SIAE primary: -1; mABHD4 FP: -20; LEDGF integ inh: 3; PRMT1 FP inh: 10; TCR-CD3 inh: 0; UHRF1 binding: -1; PG9 binder: -3.5; HTRA1 inh: -52; DDE Tn7 FP inh: -5

Results for Cc1ccc2[nH]c(=O)cc(C(=O)OCC(=O)c3ccccc3)c2c1 ?
TDP2 inh: 1; SIAE primary: 6; mABHD4 FP: -1; LEDGF integ inh: -2; PRMT1 FP inh: 1; TCR-CD3 inh: -4; UHRF1 binding: 3; PG9 binder: -0.9; HTRA1 inh: -5; DDE Tn7 FP inh: 1

How did C(=N\Nc1nncn1/N=C/c1ccco1)/c1ccco1 do in these assays?
TDP2 inh: 55*; SIAE primary: -1; mABHD4 FP: 9; LEDGF integ inh: 37*; PRMT1 FP inh: 2; TCR-CD3 inh: 2; UHRF1 binding: -4; PG9 binder: -1.2; HTRA1 inh: 4; DDE Tn7 FP inh: 0

Results for COCCn1c(SCC(=O)c2ccc3c(c2)OCCO3)nnc1-c1ccco1 ?
TDP2 inh: -3; SIAE primary: -2; mABHD4 FP: -5; LEDGF integ inh: -2; PRMT1 FP inh: 3; TCR-CD3 inh: 2; UHRF1 binding: 3; PG9 binder: -2.1; HTRA1 inh: -2; DDE Tn7 FP inh: -13

Two compounds drawn at random from those above, as already listed:
How did Cc1ccc(-c2ccc(C)c(N)c2C)c(C)c1N do in these assays?
TDP2 inh: 5; SIAE primary: 3; mABHD4 FP: 4; LEDGF integ inh: -4; PRMT1 FP inh: 3; TCR-CD3 inh: -3; UHRF1 binding: 1; PG9 binder: 0.0; HTRA1 inh: -10; DDE Tn7 FP inh: 4

Results for Cc1cc(N2CCCC2)ccc1/C=C1/C(=O)N(C)C(=S)N1C ?
TDP2 inh: -9; SIAE primary: 1; mABHD4 FP: -8; LEDGF integ inh: 0; PRMT1 FP inh: -6; TCR-CD3 inh: -11; UHRF1 binding: 1; PG9 binder: -2.4; HTRA1 inh: 2; DDE Tn7 FP inh: 0

The list continues.
Results for CCc1ccc(NC(=O)CCS(=O)(=O)c2ccc(Br)cc2)cc1 ?
TDP2 inh: -2; SIAE primary: 1; mABHD4 FP: -7; LEDGF integ inh: 4; PRMT1 FP inh: 1; TCR-CD3 inh: 8; UHRF1 binding: -2; PG9 binder: 0.0; HTRA1 inh: 3; DDE Tn7 FP inh: -6

What do the screens show for `CCOc1ccc2nc(NC(=O)CCn3cccc3)sc2c1`?
TDP2 inh: 1; SIAE primary: -3; mABHD4 FP: -2; LEDGF integ inh: -1; PRMT1 FP inh: 1; TCR-CD3 inh: 6; UHRF1 binding: 0; PG9 binder: -0.4; HTRA1 inh: -9; DDE Tn7 FP inh: 1

What do the screens show for `C/C(=N\NC(=O)c1ccc(NS(=O)(=O)c2cccs2)cc1)c1ccc2c(c1)OCO2`?
TDP2 inh: 7; SIAE primary: 1; mABHD4 FP: -21; LEDGF integ inh: 4; PRMT1 FP inh: -4; TCR-CD3 inh: 3; UHRF1 binding: 0; PG9 binder: 0.0; HTRA1 inh: -3; DDE Tn7 FP inh: -5

How did CCOC(=O)C(Cc1ccccc1)P(=O)(OCC)OCC (centres undefined) do in these assays?
TDP2 inh: 2; SIAE primary: 10; mABHD4 FP: 8; LEDGF integ inh: -2; PRMT1 FP inh: 8; UHRF1 binding: -1; DDE Tn7 FP inh: -4

What do the screens show for `CSc1nc(-c2ccccc2)cn1-c1ccc(NC(C)=O)cc1`?
TDP2 inh: 3; SIAE primary: 1; mABHD4 FP: 2; LEDGF integ inh: -4; PRMT1 FP inh: 1; TCR-CD3 inh: -4; UHRF1 binding: -1; PG9 binder: -2.0; HTRA1 inh: -9; DDE Tn7 FP inh: 7

Results for O=C(Cc1ccc(NC(=O)C2CCCN(C(=O)C3CC3)C2)cc1)Nc1cccc(C(=O)N2CCCCC2)c1 (centres undefined) ?
TDP2 inh: -13; SIAE primary: 2; mABHD4 FP: -16; LEDGF integ inh: 2; PRMT1 FP inh: 6; TCR-CD3 inh: -4; UHRF1 binding: 4; PG9 binder: -0.1; HTRA1 inh: -1; DDE Tn7 FP inh: -2

How did COc1cccc(-c2ocnc2C(=O)Nc2ccc3c(c2)CCC3)c1 do in these assays?
TDP2 inh: -2; SIAE primary: 12; mABHD4 FP: -4; LEDGF integ inh: -2; PRMT1 FP inh: 4; TCR-CD3 inh: 1; UHRF1 binding: -2; PG9 binder: 0.4; HTRA1 inh: -6; DDE Tn7 FP inh: 4

How did COc1ccc(NC(=O)CN2C(=O)NC3(CCCCC3C)C2=O)cc1OC (centres undefined) do in these assays?
TDP2 inh: 3; SIAE primary: -1; mABHD4 FP: 2; LEDGF integ inh: 2; PRMT1 FP inh: 1; TCR-CD3 inh: 1; UHRF1 binding: 0; PG9 binder: 0.3; HTRA1 inh: 0; DDE Tn7 FP inh: 8

How did CC1CCN(C(=O)c2[nH]cnc2C(=O)N[C@@H](C)C(=O)OC(C)(C)C)CC1 do in these assays?
TDP2 inh: 0; SIAE primary: -2; mABHD4 FP: 1; LEDGF integ inh: 2; PRMT1 FP inh: -1; TCR-CD3 inh: -4; UHRF1 binding: 0; PG9 binder: 0.8; HTRA1 inh: -1; DDE Tn7 FP inh: 5

What do the screens show for `CCN(C[C@H]1N[C@@](Cc2ccccc2)(C(=O)OC)[C@H]2C(=O)N(Cc3ccccc3)C(=O)[C@@H]12)C(=O)c1ccc(F)cc1`?
TDP2 inh: 4; SIAE primary: -7; mABHD4 FP: 3; LEDGF integ inh: 1; PRMT1 FP inh: -1; TCR-CD3 inh: -2; UHRF1 binding: 0; PG9 binder: -1.2; HTRA1 inh: 4; DDE Tn7 FP inh: 0

What do the screens show for `COC(=O)[C@@]1(Sc2ccc(C)cc2)CC(=O)N(C(=O)c2ccccc2)[C@@H]1c1ccccc1`?
TDP2 inh: 6; SIAE primary: -3; mABHD4 FP: -7; LEDGF integ inh: -5; PRMT1 FP inh: 68*; TCR-CD3 inh: 6; UHRF1 binding: 2; PG9 binder: -0.3; DDE Tn7 FP inh: 4

How did CCCCNC(=O)c1onc(CSc2ccc(F)cc2)c1C(=O)NCCCC do in these assays?
TDP2 inh: -5; SIAE primary: -4; mABHD4 FP: 1; LEDGF integ inh: -3; PRMT1 FP inh: -4; TCR-CD3 inh: 4; UHRF1 binding: 0; PG9 binder: 0.4; HTRA1 inh: -20; DDE Tn7 FP inh: 4

How did Cc1cc(C)c2c(=O)n3c(nc2c1)C(Cc1ccccc1)NC(=O)c1cc2ccccc2cc1-3 (centres undefined) do in these assays?
TDP2 inh: 5; SIAE primary: -26; mABHD4 FP: -9; LEDGF integ inh: 6; PRMT1 FP inh: -4; TCR-CD3 inh: 11; UHRF1 binding: -4; PG9 binder: 0.0; HTRA1 inh: -62; DDE Tn7 FP inh: 1

How did COc1ccccc1N1CCN(CC(=O)Nc2nc(C)c(C(=O)N(C)C)s2)CC1 do in these assays?
TDP2 inh: 12; SIAE primary: 10; mABHD4 FP: -6; LEDGF integ inh: 4; PRMT1 FP inh: -5; TCR-CD3 inh: -1; UHRF1 binding: 2; PG9 binder: -1.8; HTRA1 inh: -2; DDE Tn7 FP inh: 1

Screening data (PubChem BioAssay)
